Bioassay records deposited in PubChem BioAssay by several laboratories.
OX1R FRET antag – OX1R (human) antagonism | O43613 | OX1R-expressing cells, FRET antagonist read-out | inhibition, % at 6.6 µM | actives 1.8% (n = 330,000); in the data active means inhibition mostly above about 38%, no sharp cut-off; inactive means mostly below about 40%;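 further: 0% = agonist challenge alone and 100% = reference antagonist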
Target sequence (O43613 whole entry, looked up): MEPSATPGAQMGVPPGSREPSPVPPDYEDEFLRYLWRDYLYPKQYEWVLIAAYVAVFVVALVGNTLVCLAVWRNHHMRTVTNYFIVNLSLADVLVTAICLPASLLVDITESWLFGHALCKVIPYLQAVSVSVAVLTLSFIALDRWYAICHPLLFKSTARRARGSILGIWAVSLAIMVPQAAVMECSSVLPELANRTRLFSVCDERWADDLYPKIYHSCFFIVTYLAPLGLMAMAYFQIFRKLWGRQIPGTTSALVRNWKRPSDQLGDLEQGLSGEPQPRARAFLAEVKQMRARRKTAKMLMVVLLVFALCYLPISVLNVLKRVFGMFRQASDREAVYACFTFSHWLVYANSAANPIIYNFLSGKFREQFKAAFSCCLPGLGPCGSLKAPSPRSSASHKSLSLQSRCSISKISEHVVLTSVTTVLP
STK33 inh – human STK33 kinase inhibition; purified STK33, MBP phosphorylation, ADP-Glo luminescence; inhibition, % at 10 µM; actives 0.073% (n = 320,000); AID 2661;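 active means inhibition at or above 25%, using the most active replicate where run in duplicate; inactive means inhibition below 25%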
Target sequence (Q9BYT3 whole entry, looked up): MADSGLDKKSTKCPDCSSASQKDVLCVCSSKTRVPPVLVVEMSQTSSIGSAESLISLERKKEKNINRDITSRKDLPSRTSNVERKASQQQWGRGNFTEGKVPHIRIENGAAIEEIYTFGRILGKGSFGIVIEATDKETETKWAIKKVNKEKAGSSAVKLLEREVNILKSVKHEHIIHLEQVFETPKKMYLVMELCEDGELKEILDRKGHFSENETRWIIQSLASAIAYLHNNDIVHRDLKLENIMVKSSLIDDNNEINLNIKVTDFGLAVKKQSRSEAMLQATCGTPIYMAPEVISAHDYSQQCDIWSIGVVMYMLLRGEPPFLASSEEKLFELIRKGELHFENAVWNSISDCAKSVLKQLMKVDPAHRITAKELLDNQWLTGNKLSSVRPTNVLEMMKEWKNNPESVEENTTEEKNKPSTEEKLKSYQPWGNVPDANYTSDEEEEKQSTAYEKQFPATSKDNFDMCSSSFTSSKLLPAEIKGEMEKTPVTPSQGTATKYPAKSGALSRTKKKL
* hit, by the source's call; . = no result given.

Start of the data: the first 4 records, ahead of the listing:
SMILES | OX1R FRET antag | STK33 inh
Cc1cc(C)c2cc(C=O)c(Cl)nc2c1 | 2.3 | -1.6
COc1ccc(Nc2nc(NCCN3CCOCC3)nc(Nc3ccc(OC)cc3)n2)cc1 | -3.7 | 0.9
CC(C)CCNC(=O)c1cc([N+](=O)[O-])ccc1N1CCOCC1 | 30.3 | -0.3
O=C1N(CC(=O)N2CCc3ccccc32)CCN1Cc1ccccc1Cl | 15.6 | -2.4

All compounds of this part, from the start:
SMILES | OX1R FRET antag | STK33 inh
Cc1cc(C)c2cc(C=O)c(Cl)nc2c1 | 2.3 | -1.6
COc1ccc(Nc2nc(NCCN3CCOCC3)nc(Nc3ccc(OC)cc3)n2)cc1 | -3.7 | 0.9
CC(C)CCNC(=O)c1cc([N+](=O)[O-])ccc1N1CCOCC1 | 30.3 | -0.3
O=C1N(CC(=O)N2CCc3ccccc32)CCN1Cc1ccccc1Cl | 15.6 | -2.4
COc1ccc(OC)c(NC(=O)CNC(c2ccccc2)c2ccccc2)c1 | 19.4 | 0.1
COC(=O)C1=C(C)N(Cc2ccccc2)C(=NCCCCO)N[C@H]1c1ccccc1 | 23.8 | -0.5
O=S(=O)(Nc1nc2ccccc2nc1N1CCN(c2ccccc2F)CC1)c1ccc(Cl)cc1 | 10.2 | -0.3
O=C1C2C3C=CC(CC3)C2C(=O)N1c1ccc2c(c1)OCO2 (stereo unspecified) | -17.1 | -1.6
O=C(NC1CCCCCC1)c1c(F)c(F)c(F)c(F)c1F | 38.7 | -2.5
CCOC(=O)C1=C(C)NC(=S)NC1c1ccc(OCC(=O)N2CCCCCC2)c(OC)c1 (stereo unspecified) | 1.5 | -0.5
NCCOc1ccccc1-c1ccccc1 | -4.9 | 0.0
COc1cc(CNC2CCCC2)c(Br)cc1OC1CCCC1 | 4.2 | 2.5

Structural class: those above containing sulfur (2)
SMILES | OX1R FRET antag | STK33 inh
O=S(=O)(Nc1nc2ccccc2nc1N1CCN(c2ccccc2F)CC1)c1ccc(Cl)cc1 | 10.2 | -0.3
CCOC(=O)C1=C(C)NC(=S)NC1c1ccc(OCC(=O)N2CCCCCC2)c(OC)c1 (stereo unspecified) | 1.5 | -0.5

New compounds follow.
SMILES | OX1R FRET antag | STK33 inh
Cc1ccc(NC(=O)N/C=C/c2ccco2)cc1 | 7.7 | 0.2
Cc1nnc(-c2cnn(-c3ccccc3)c2N)n1Cc1cccc(C(F)(F)F)c1 | 10.4 | -0.6
CS(=O)(=O)N(CC(=O)Nc1ccc2c(c1)OCO2)c1ccccc1 | 27.8 | -2.4
Cc1ccc(NC(=O)CSc2nc3ncc(Cl)cc3[nH]2)c(C)c1 | -0.4 | -1.3
CCCCN=c1sc(C(=O)OC)cc(=O)n1CCCC | -2.4 | -2.2
Cc1ccc(S(=O)(=O)N2CCCCC2CCNC(=O)C(=O)NCc2ccccc2C)cc1 (stereo unspecified) | 26.9 | -1.1
CN(NC(=O)Nc1ccc(Cl)cc1)c1c(Cl)c(Cl)nn1C | 8.4 | -1.4
COc1ccccc1-n1c(SCC(=O)N2CCCCC2)nc2cccnc21 | 26.3 | -2.2
O=C(NCc1ccncc1)c1nnc(Cc2c(F)cccc2Cl)o1 | 18.0 | -1.6
O=C1CC(SCCc2nc3ccccc3[nH]2)C(=O)N1c1ccc(F)c(Cl)c1 (stereo unspecified) | 12.6 | 1.0
COc1ccc(CNC(=O)/C=C/c2ccc(OCCCF)cc2)cc1OC | 15.3 | -0.9
COCCCn1c(=N)c(C(=O)NCc2ccc3c(c2)OCO3)cc2c(=O)n3ccccc3nc21 | 59.0* | -0.4
Nc1ccc(NC(=O)NC2CCCCC2)cc1 | 14.2 | 0.9
Cc1nc(C)c(-c2nnc(-c3ccccc3Cl)o2)cc1C(=O)NN | 18.8 | -1.7
Nc1cc(=O)[nH]c(SCC(=O)Nc2cccnc2Cl)n1 | 1.4 | -0.3
O=C(c1ccco1)N1CCN(C(=O)C2CC(c3ccc(Cl)c(Cl)c3)=NO2)CC1 (stereo unspecified) | 3.8 | -1.9
O=C(NC1CC1)C1=C[C@H](c2c[nH]c3ccccc23)C[C@H](OCc2ccc(CO)cc2)O1 | 7.4 | -0.2
CCOc1ccccc1C(=O)NCC(=O)NCC(C)(C)N1CCOCC1 | 3.1 | -0.4
COc1ccc(NC(=O)CSc2nnnn2C2CCCC2)cc1 | 4.9 | -1.1
O=C(O)CCc1ccc(S(=O)(=O)N2CCOCC2)cc1 | 11.6 | -1.2
Brc1ccc(Nc2ncnc3[nH]ncc23)cc1 | 15.1 | 5.7
Cc1ccc(Nc2cc(=O)[nH]c(=O)[nH]2)c(C)c1 | -4.0 | -0.6
CCCCNC(=O)Nc1ccc(C2SCCS2)cc1 | 1.1 | -3.3
CC(=O)Nc1ccc(NC(=O)C2CC(=O)N(c3ccccc3Cl)C2)cc1 (stereo unspecified) | 13.0 | 0.2
CCN1CCN(S(=O)(=O)c2cc(C(=O)O)ccc2Cl)CC1 | 1.5 | 0.9
Cc1sc2nc(CN3CCCCC3)nc(Cl)c2c1C | 12.8 | -0.4
CCCCNC(=O)CSc1nc(Cc2ccccc2)nc2ccccc12 | 25.1 | 0.4
CCn1cc(Cl)c(C(=O)Nc2ccc(OC)c(OC)c2)n1 | 31.1 | 0.4
O=C(Oc1ccccc1[N+](=O)[O-])c1cccnc1 | 13.9 | -1.2
Cc1cc(C)c2nc(N(CCCN(C)C)C(=O)c3ccc(S(=O)(=O)N4CCCCCC4)cc3)sc2c1 | 0.3 | -0.7
O=[N+]([O-])c1ccc(NCc2ccc(Cl)cc2)nc1 | 12.0 | -1.2
O=C(CC1(O)C(=O)Nc2cc(Cl)cc(Cl)c21)c1ccncc1 (stereo unspecified) | 25.9 | 3.0
O=C1OCC/C1=C\c1ccc(O)cc1 | 22.6 | 8.8
C=CCNC(=O)C1CC(=O)N(c2ccc(OCC(=O)Nc3ccc(CC)cc3)cc2)C1 (stereo unspecified) | 25.3 | 0.0
COc1cccc(Nc2cc(C)c3ccccc3n2)c1 | 48.9* | 0.3
Nc1nnc(/C=C/c2ccccc2)s1 | 35.1 | -0.5
Cc1ccc(N2C(N)=C(C#N)C(c3ccsc3)C3=C2CC(C)(C)CC3=O)cc1 (stereo unspecified) | 23.0 | 0.7
O=C(O)CCCNS(=O)(=O)c1ccc(F)cc1 | 5.6 | 1.8
COC(=O)c1ccc(NC(=O)CSC2=Nc3ccccc3C3CC=NN23)cc1 (stereo unspecified) | 28.3 | -1.0
COc1ccc(N=Cc2c(O)cc(C)oc2=O)cc1 | 57.1 | 1.9
CCOc1ccc(C2=Nn3c(CC)nnc3SC2)cc1 | 5.7 | -0.6
O=C(CCCCCN1C(=O)CCC1=O)Nc1ccc(Br)cc1F | 6.3 | -1.3
CSc1ccc(/C=C(/NC(=O)c2ccccc2)C(=O)NCCN2CCOCC2)cc1 | 24.3 | -1.3
COc1ccc(N2CCN(C(=O)c3ccc(-n4nc(C)cc4C)cc3)CC2)cc1 | 9.0 | -1.1
c1ccc(COc2ccc(Oc3nc(N4CCCCC4)nc(N4CCOCC4)n3)nn2)cc1 | 9.6 | -5.8
CCCOc1ccc(C(=O)Nc2ccc(N3CCN(C(=O)c4ccco4)CC3)cc2)cc1 | 11.3 | -1.3
Cc1nnc(SCCc2ccccc2)[nH]c1=O | 3.4 | -2.7
CC1(C)CC2CC(C)(CN2S(=O)(=O)c2cccc(C(=O)OCC(=O)NC(N)=O)c2)C1 (stereo unspecified) | 15.8 | 0.1
CC(=O)Nc1ccc(NC(=O)COC(=O)c2cnccn2)cc1 | 7.0 | -0.4
CCOc1ccc(-c2onc(C(F)(F)F)c2-c2cscn2)c(O)c1 | 10.1 | -1.5
COc1ccc(-c2cc(=O)oc3c(C)c(O)ccc23)cc1 | 13.6 | -0.6
CCOC(=O)C(C)n1cnc2c(oc3ccccc32)c1=O (stereo unspecified) | 6.5 | 1.8
CN(O)/C=c1/ccc2c(n1)C(=O)C=CC=2 | 43.0 | -0.7
CNS(=O)(=O)c1ccc(NC(=O)c2cnn3c(C(F)F)cc(-c4ccccc4)nc23)cc1 | 8.3 | -1.2
O=S(=O)(O)CCN1CCOCC1 | 28.8 | 1.9
Cc1ccc2c(c1)CCCN2C(=O)c1ccc2c(c1)OCO2 | 7.7 | 0.7
S=C(NCCc1ccccc1)NCCc1ccccc1 | -1.1 | -0.1
O=C(CCC(=O)Nc1ccccc1)NNC(=O)CCc1ccccc1 | 18.0 | 0.7
Cc1ccsc1/C=N/NC(=O)CO | 9.0 | -0.4
COc1ccc2cc(C(c3nnnn3C3CCCC3)N3CCOCC3)c3nnnn3c2c1 (stereo unspecified) | 10.2 | -0.7

New compounds follow
SMILES | OX1R FRET antag | STK33 inh
CCOc1ccc(CN2CCC(n3nccc3NC(=O)C3CC3)CC2)cc1CO | 8.0 | -0.7
COc1ccc(NC(=O)c2csc(Cc3ccccc3)n2)cc1 | 26.7 | -1.7
Cc1cccc(C)c1NC(=O)CS(=O)CC(=O)NCC1OCCc2ccccc21 (stereo unspecified) | 4.4 | 0.3
COC(=O)c1ccc(S(N)(=O)=O)o1 | 1.6 | -0.4
Cc1ccc(S(=O)(=O)N2CCC(=O)N(CCOC(=O)Nc3ccc(C)c(C)c3)CC2)cc1 | 37.7 | -1.3
O=C(Oc1ccc2c(=O)c(Oc3ccc4ccccc4c3)coc2c1)c1cncc(Br)c1 | 25.3 | 0.2
CC(=O)c1cccc(NC(=O)CC2Oc3ccc(C)cc3NC2=O)c1 (stereo unspecified) | 5.8 | 2.9
CCOC(=O)C1CCN(C(=O)COC(=O)CNC(=O)c2sc3ccccc3c2Cl)CC1 | -0.7 | -0.8
O=C(CN1CCN(Cc2ccccc2)CC1)Nc1ccc(Cl)cn1 | 17.7 | -0.2
Cc1ccc(/C=C(\NC(=O)c2ccccc2)C(=O)NCCc2ccccn2)o1 | 26.3 | -0.2
CCc1ccc(-c2cc(C)no2)cc1S(=O)(=O)N1CCN(c2ccccc2)CC1 | 9.4 | -0.6
Fc1ccc(OCc2nc(-c3cccs3)no2)cc1 | 13.7 | .
O=C(Nc1ccncc1)c1ccc2c(c1)OCCO2 | 11.8 | 2.6
CC(NC(=O)c1ccco1)C1CCCO1 (stereo unspecified) | 9.2 | 1.1
COc1ccc(CCNC(=O)c2nnc(Cc3ccc(Cl)cc3)o2)cc1OC | 13.2 | 2.8
COc1ccc2cc(S(=O)(=O)N3CCCC3)ccc2c1 | 13.4 | -1.5
CCOc1ccc(-n2cnc3sc(C)c(C)c3c2=O)cc1 | 9.7 | -1.1
O=c1c2ccccc2nnn1CSc1ccc2ccccc2n1 | 35.9 | -0.2
CCOC(=O)C(C(=O)Nc1ccccc1C)C1CCCCC1 (stereo unspecified) | 10.8 | -1.0
CN(C)/C=C/C(=O)c1ccncc1 | 28.3 | -0.4
O=C(C(=O)c1cccnc1)c1cccnc1 | 18.2 | -1.3
C=CCN1C(=O)c2ccc(C(=O)OCC(=O)Nc3ccccc3OC)cc2C1=O | 6.7 | -2.0
Cc1ccc(Nc2cc(C)nc3c(C)ccc([N+](=O)[O-])c23)cc1 | 2.8 | -0.3
Cc1ccc2nc(SCC(=O)N3CC(C)OC(C)C3)nc(=O)n2c1 (stereo unspecified) | 5.5 | -1.7

Whole records as entered above. Values in the order: OX1R FRET antag, STK33 inh
CCOc1ccc(-n2cnc3sc(C)c(C)c3c2=O)cc1 is listed with 9.7, -1.1
C=CCN1C(=O)c2ccc(C(=O)OCC(=O)Nc3ccccc3OC)cc2C1=O is listed with 6.7, -2.0
O=C(Nc1ccncc1)c1ccc2c(c1)OCCO2 is listed with 11.8, 2.6
Cc1ccc(Nc2cc(C)nc3c(C)ccc([N+](=O)[O-])c23)cc1 is listed with 2.8, -0.3
CCOC(=O)C(C(=O)Nc1ccccc1C)C1CCCCC1 (stereo unspecified) is listed with 10.8, -1.0

More compounds follow.
SMILES | OX1R FRET antag | STK33 inh
Cc1ccc(-c2n[nH]c(=S)n2/N=C/c2c(C)nn(-c3ccccc3)c2C)cc1 | 12.7 | -0.9
CCOCCCNC(=S)N(CCN(C)C)Cc1cc2cc3c(cc2[nH]c1=O)OCCO3 | -4.2 | 0.5
Cc1cc(C)cc(N(CC(=O)NC(C)(C)C)C(=O)CCC(=O)Nc2ccccn2)c1 | -2.5 | 0.7
COc1cc(C2C3C(=O)N(c4ccc(F)cc4)C(=O)C3ON2c2ccccc2)ccc1O (stereo unspecified) | 13.2 | -2.4
O=C(COc1ccc2ccccc2c1)N1CCN(C(=O)c2cccnc2)CC1 | 20.6 | 0.3
COc1ccc2c(c1)CCC1C2=NN(/C(C)=C\C(C)=O)C1c1ccc(F)cc1 (stereo unspecified) | 17.4 | -1.8
CCc1ccc(OCC(=O)NNC(=O)CNC(=O)c2ccc(Br)o2)cc1 | -1.7 | 0.1
Cc1ccc(NC(=O)/C(C#N)=C(\N)C(Cl)(Cl)Cl)nc1 | 29.8 | .
Cc1cc(C)cc(NC(=O)C(=S)NCc2ccccc2)c1 | 14.6 | -0.8
O=C(CCC(=O)c1cccs1)NCc1cccnc1 | 24.3 | -1.0
COC(=O)c1cccc2c1NC(=O)C2=O | 28.2 | -1.8
Cc1ccc(NC(=O)CCCCCN2C(=O)[C@@H]3Cc4ccccc4CN3C2=O)c(C)c1 | 8.3 | -3.3
C=CCC1(CC=C)CCCN1C(=O)CC1C(=O)NCCN1Cc1cccc(OC)c1 (stereo unspecified) | 16.0 | -0.8
Cc1ccc(-n2ncc(C(=O)Nc3cc(Cl)ccc3C)c2C2CCNCC2)cc1C | 4.3 | -1.6
Cc1nc2c(C)cccc2cc1C(=O)N/N=C/c1cccnc1 | 30.7 | -1.2
Cc1ccc(Cn2c(C(C)Nc3nc(-c4ccc(Cl)cc4)cs3)nc3cc(C(=O)NCCCO)ccc32)cc1 (stereo unspecified) | 4.6 | 0.5
O=C(Nc1cccc(-c2nnc(-c3ccccc3)o2)c1)C1CCCO1 (stereo unspecified) | 5.3 | 1.8
Cc1cc(=O)n(CCC(=O)O)c2ccccc12 | 14.7 | -0.3
NC1=NC[C@@H](Cc2ccc(O)cc2)N1CCc1cc(C(F)(F)F)cc(C(F)(F)F)c1 | 6.7 | 0.0

Hits appear at their usual frequency; any-hit rate near 1.8%.
